mABHD4 FP = ABHD4 inhibitors, primary screen, biochemical, fluorescence polarization, mouse | (Lyso)-N-acylphosphatidylethanolamine lipase (Mus musculus), Q8VD66 | purified mABHD4, FP-Rh probe fluorescence polarization | inhibition, % at 8.92 µM | 370,000 compounds, 0.54% hits | AID 720543, 2013;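 active = inhibition exceeding the mean over every tested compound plus 3 SD, cut at about 30% in these data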;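 also: 0% = plate median of compound wells and 100% = S159A mutant with DMSO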
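Assay system: wild-type mouse ABHD4 protein; compound: single nominal dose of 8.92 µM, 0.89% DMSO final; schedule: 45 min + 60 min at 25 °C; measured by: FP readout, ex 525 nm / em 598 nm; evaluation: % inhibition of FP-Rh probe binding versus controls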
PG9 Ab binder = binders of HIV-1 gp120 antibody PG9, primary screen, biochemical, TR-FRET. HIV-1 gp120 / PG9 antibody interaction. TR-FRET gp120-PG9 antibody binding. inhibition, % at 6.7 µM. 360,000 compounds, 0.43% hits; in the data active = inhibition above about 8.5%
HTRA1 inhibitor = HTRA1 serine protease inhibitors, primary screen, biochemical, fluorescence polarization, HTS | Q92743 | recombinant HTRA1, FP-rhodamine activity-based probe | inhibition, % at 5.96 µM | 340,000 compounds, 0.5% hits | AID 504803, 2011; in the data active = inhibition above about 36%;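 also: 0% = enzyme with DMSO and 100% = wells lacking enzyme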
Target sequence (Q92743 whole entry, looked up): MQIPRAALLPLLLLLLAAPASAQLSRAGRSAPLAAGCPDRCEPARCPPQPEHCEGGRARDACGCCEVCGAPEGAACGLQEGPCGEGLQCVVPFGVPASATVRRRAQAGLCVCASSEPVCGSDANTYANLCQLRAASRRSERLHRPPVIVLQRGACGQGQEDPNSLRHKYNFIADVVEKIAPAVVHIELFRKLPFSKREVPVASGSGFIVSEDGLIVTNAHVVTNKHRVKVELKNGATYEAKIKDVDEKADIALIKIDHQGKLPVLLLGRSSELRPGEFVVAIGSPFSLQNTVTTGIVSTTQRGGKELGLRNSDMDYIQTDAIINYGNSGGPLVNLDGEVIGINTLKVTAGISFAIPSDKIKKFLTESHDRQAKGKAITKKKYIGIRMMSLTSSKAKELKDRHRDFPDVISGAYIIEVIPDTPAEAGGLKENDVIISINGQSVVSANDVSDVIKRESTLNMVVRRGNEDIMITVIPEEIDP
TCR CD3 inh = inhibitors of human TCR-CD3 interaction, primary screen, biochemical, fluorescence, TAMRA-labeled TCR probe; T-cell receptor (TCR); inhibition, % at 9.4 µM; 360,000 compounds, 0.37% hits; AID 651800, 2012; in the data active = inhibition above about 19%;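 also: recombinant mutant TCR 2C K166C tagged with TAMRA read by polarization; 0% = receptor in buffer alone and 100% = receptor with positive control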
UHRF1 MBD2 ctr = UHRF1 methylated DNA binding inhibitors, primary screen, counter-screen for MBD2 inhibitor project, biochemical, TR-FRET, human UHRF1, single concentration. UHRF1 binding to methylated oligo. inhibition, % at 4.4 µM. 370,000 compounds, 0.75% hits; in the data active = inhibition above about 21%;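 also: UHRF1 SRA domain binding a hemimethylated CpG hairpin DNA probe; 0% = median of test compound wells and 100% = reference inhibitor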
NR1D1 modulator = modulators of Rev-erb alpha DNA binding, primary screen, biochemical, FITC-DNA, fluorescence polarization, uHTS | Nuclear receptor subfamily 1 group D member 1 (Homo sapiens), P20393 | Rev-erbα–FITC-DNA binding, 90 min | activity, % at 10 µM | 370,000 compounds, 0.79% hits;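 active = activity above about 14%, limit read from the data; passing the limit was not always enough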;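 also: 0% = DMSO wells with 35 nM protein and 100% = DMSO wells with 750 nM protein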
rCAG binder = binders of r(CAG) RNA repeats, primary screen, biochemical, fluorescence; AID 651821, 2012; inhibition, % at 3 µM; 370,000 compounds, 1.3% hits; r(CAG) RNA repeat, TO-PRO-1 dye displacement fluorescence;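 active = inhibition above the plate cutoff, the mean of all test compounds on that plate plus 3 SD, cut at about 35% in these data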;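 also: 0% = DMSO alone and 100% = 100 µM mitoxantrone as full dye displacement; higher means more dye released from RNA so lower well fluorescence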
PRMT1 FP inh = PRMT1 methyltransferase inhibitors, primary screen, biochemical, fluorescence polarization; Protein arginine N-methyltransferase 1 (Homo sapiens), Q99873; recombinant PRMT1, activity-based probe fluorescence polarization; inhibition, % at 2.79 µM; 370,000 compounds, 1.3% hits;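 active = inhibition above about 21% made by adding two undisclosed values, limit read from the data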
MBD2 inh = inhibitors of MBD2 binding to methylated DNA, primary screen, biochemical, TR-FRET, DNA-binding domain, human; MBD2 binding to methylated oligonucleotide; inhibition, % at 4.4 µM; 370,000 compounds, 0.31% hits; Methyl-CpG-binding domain protein 2 (Homo sapiens), Q9UBB5; AID 686964, 2013; in the data active = inhibition above about 13%
Target sequence (Q9UBB5 whole entry, looked up, the tested form may be a part): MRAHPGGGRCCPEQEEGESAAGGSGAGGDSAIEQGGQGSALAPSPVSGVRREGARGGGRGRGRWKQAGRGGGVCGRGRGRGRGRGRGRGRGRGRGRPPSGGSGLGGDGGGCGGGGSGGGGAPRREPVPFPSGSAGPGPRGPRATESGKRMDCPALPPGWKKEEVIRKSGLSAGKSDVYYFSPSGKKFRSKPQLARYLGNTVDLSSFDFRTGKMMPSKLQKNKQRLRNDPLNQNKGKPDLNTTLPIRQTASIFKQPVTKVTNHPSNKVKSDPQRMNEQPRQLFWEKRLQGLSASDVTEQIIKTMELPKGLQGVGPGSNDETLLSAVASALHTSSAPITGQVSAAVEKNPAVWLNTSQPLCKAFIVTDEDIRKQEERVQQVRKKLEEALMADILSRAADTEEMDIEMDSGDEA
LEDGF integ inh = blockers of LEDGF/p75-dependent integrase strand transfer – biochemical, TR-FRET, high throughput, primary screen. HIV-1 integrase (with human LEDGF/p75). TR-FRET IN-LEDGF/p75 DNA integration, Eu/Cy5. inhibition, % at 3.7 µM. 370,000 compounds, 0.64% hits. AID 743269, 2014;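 active = inhibition above the screen-wide mean plus 3 SD, cut at about 13% in these data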;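 also: signal is the Cy5 over europium emission ratio at 671 and 618 nm; 0% = plate median of compound wells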
* marks the source's active call; other numbers are inactive results; / = no result given. Some of the compounds tested; rates above refer to the full screens.

SMILES	mABHD4 FP	PG9 Ab binder	HTRA1 inhibitor	TCR CD3 inh	UHRF1 MBD2 ctr	NR1D1 modulator	rCAG binder	PRMT1 FP inh	MBD2 inh	LEDGF integ inh
CN(C)S(=O)(=O)N1CCc2ccc(NC(=O)C3CCCO3)cc2C1 (stereo unspecified)	0	0.8	-4	1	-2	-3	-2	4	2	0
CCCSc1nnc(NC(=O)Nc2ccccc2)s1	-2	0.5	1	-7	5	1	31	2	-1	1
O=C(Nc1ccc2oc(=O)ccc2c1)c1ccc(-c2cccc([N+](=O)[O-])c2)o1	0	2.1	/	1	2	-34	9	-2	3	1
O=S(=O)(c1ccccc1)N1CCNCC1	2	-1.8	-5	2	-2	-3	-2	-8	-1	-2
CCOC(=O)C1C(c2ccc(O)c(O)c2)NC(=S)NC1(O)C(F)(F)F (stereo unspecified)	8	-0.6	6	5	0	0	3	0	-3	-6
COc1ccc(NC2CCCN(C(=O)CCc3cccc(F)c3)C2)cc1 (stereo unspecified)	-3	1.8	2	4	-3	-1	-5	-2	-6	0
Cc1cccc(N2C(=O)C3C4C=CC(C5CC45)C3C2=O)n1 (stereo unspecified)	-5	2.2	0	7	-1	1	5	-1	2	2
Cc1ccc2oc(=O)c3cnn(CC(=O)NC4CCN(Cc5ccccc5)CC4)c3c2c1	-4	-0.2	0	-2	-2	-1	0	0	3	1
COc1ccc(N2CCN(S(=O)(=O)c3cccs3)CC2)cc1	4	0.2	0	-3	3	-1	-3	0	2	0
COc1ccc(CCNC(=O)CCNS(=O)(=O)c2cccc3nsnc23)cc1OC	-13	-1.6	5	5	4	3	3	0	-4	5
Cc1ccc(COc2ccsc2C(=O)O)cc1	-3	-0.8	3	4	-2	0	0	-1	-2	-3
Cc1c(OC(C)C(=O)NCCN2CCOCC2)ccc2c3c(c(=O)oc12)CCCC3 (stereo unspecified)	2	1.6	6	-7	1	1	-8	1	0	1
COc1ccc(S[C@]2(C(=O)N3CCOCC3)CC(=O)N(C(=O)/C=C/c3ccccc3)[C@@H]2c2ccc(OC)cc2)cc1	-3	/	/	/	-1	-2	10	11	0	5
CN(CC(=O)Nc1cccc(F)c1)C(=O)c1cc(S(=O)(=O)N(C)C)ccc1N1CCCC1	-1	-1.2	0	10	0	0	0	0	1	-1
CC(=O)Nc1ccc(OC(=O)CC2SC(=O)NC2=O)cc1 (stereo unspecified)	-1	-1.7	4	6	-2	-6	0	-2	1	2
COCCNc1ccc(N2C(=O)C3CCCCC3C2=O)cc1[N+](=O)[O-] (stereo unspecified)	6	0.5	0	-6	-7	2	-5	5	-2	-4
COC(=O)c1cc(OC(=O)c2ccc(=O)[nH]c2)cc(C(=O)OC)c1	9	-0.7	4	5	-3	-3	-1	-2	4	1
Cc1ccc(C(=O)COC(=O)CCC(=O)NC2CCCCC2)cc1C	1	0.9	-1	-1	1	-2	-9	4	-1	-1
C/C=C(\C)C(=O)N1CC2(CC(c3cccc(NC(=O)COc4ccc(Cl)cc4)c3)=NO2)C[C@@H]1C(N)=O (stereo partly specified)	-2	0.2	-5	-2	3	0	5	2	-2	-2
Cc1occc1-c1nnc(SCC(=O)N(C)C)o1	6	-2.6	-4	5	12	0	1	1	-1	1
Cc1cccc(NS(=O)(=O)c2ccc(C)c(NS(=O)(=O)c3cccs3)c2)c1	3	-1.1	-13	-3	-1	-3	36*	2	5	-4
CCOc1ccc(-n2c(=O)c3c4c(sc3n(CC(=O)NCc3ccco3)c2=O)CCC4)cc1	1	-1.0	-6	6	7	0	5	0	-1	1
O=C(NC1CCN(Cc2ccccc2)CC1)c1cccc(OC(F)F)c1	-1	-0.7	1	6	0	-3	-4	-5	-2	-1
O=S(=O)(Nc1cccc(-n2cnnn2)c1)c1ccccc1	2	-0.3	-1	2	-1	3	4	-2	2	5
O=C(c1ccccc1Br)N1CCn2c1nc1ccccc12	2	-0.4	8	-3	-2	-4	-2	1	1	-1
(more compounds)
SMILES	mABHD4 FP	PG9 Ab binder	HTRA1 inhibitor	TCR CD3 inh	UHRF1 MBD2 ctr	NR1D1 modulator	rCAG binder	PRMT1 FP inh	MBD2 inh	LEDGF integ inh
COc1ccc2c(c1)[nH]c1c(N3CCSCC3)ncnc12	4	-1.2	0	-5	3	-8	-1	4	3	-6
CC12CCC(C[N+](C)(C)C1)C2(C)C (stereo unspecified)	6	0.5	6	2	2	7	-1	-1	-4	3
COc1ccc(C(=O)N2CCCC(N3CCN(c4ccccc4OC)CC3)C2)c(OC)n1 (stereo unspecified)	-2	-0.8	5	2	1	-4	-6	-2	-2	1
Cc1cc(=O)[nH]c(SCC(=O)NCc2ccco2)n1	5	0.6	4	2	8	-5	7	2	3	20*
O=[N+]([O-])c1ccc(S(=O)(=O)NCC(c2ccc3c(c2)OCO3)N2CCOCC2)cc1 (stereo unspecified)	-4	-0.5	1	-5	13	6	4	-2	3	6
COc1ccc(CNc2cc(C)nc3ncnn23)c(OC)c1	-5	0.0	-8	3	1	1	-1	0	-2	-1
C[C@@H]1CN([C@H](C)CO)C(=O)CCCn2nncc2CO[C@H]1CN(C)Cc1ccc2c(c1)OCO2	0	0.3	0	0	1	1	1	-3	-4	1
COc1c(C)cc(C(=O)C2CCCN(C(=O)/C=C/c3ccccn3)C2)cc1C (stereo unspecified)	-4	0.6	5	-10	2	3	-4	-1	-3	4
COc1ccc(C)cc1NC(=O)C(Sc1nnc(-c2cccs2)o1)c1ccccc1 (stereo unspecified)	-4	0.3	-13	5	-1	-1	6	2	1	-1
O=c1c2ccccc2ncn1Cc1ccc2c(c1)OCO2	-12	0.5	2	-5	4	3	-2	-1	6	5
Clc1cccc(CN2CCN(Cc3ccco3)CC2)c1	14	0.9	14	-2	1	-4	-5	2	-2	-1
O=C(Cc1ccccc1)NCCCN1CCN(CCCNC(=O)Cc2ccccc2)CC1	-5	-1.0	5	-9	5	-8	-3	-2	1	5
COc1ccc(Br)cc1CNC(=O)C1CCN(S(=O)(=O)N2CCC(C)CC2)CC1	6	-0.4	-2	-3	0	3	-6	-1	4	2
CCOC(=O)Cn1c(C)c(C#N)c2ccccc21	-10	-3.0	-1	-5	4	-2	2	-1	-8	1
O=S(=O)(c1ccccc1)N1CCN(c2nc3ccccc3s2)CC1	-7	0.3	0	-5	2	-5	-1	1	3	-3
Cc1nn(C(C)C(=O)NC2CCC(C)CC2)c(=O)c2nn(-c3ccccc3)c(C)c12 (stereo unspecified)	0	1.3	2	-8	-2	-5	-10	2	-5	2
CCCOC(=O)CSc1nnc(-c2ccc(Cl)cc2Cl)o1	-8	-0.5	-4	3	4	2	-1	2	4	3
CCOC(=O)[C@@]12CN(C(=O)OC(C)(C)C)CC=C1N(Cc1ccc(OC)cc1)C(=O)[C@H]2CC(=O)NCc1ccccc1	9	/	/	/	-1	-2	5	0	-1	-4
COc1cccc(-c2csc(NC(=O)C3CC3)n2)c1	-1	-0.4	-8	5	-3	7	-2	-2	2	3
OCCNc1ncnc2c1ncn2[C@H]1CN(Cc2ccc3c(c2)OCO3)C[C@@H](CO)O1	2	-1.4	/	-6	3	0	2	-4	-2	1
CC(=O)Nc1ccc(NC(=O)c2ccccc2S(=O)(=O)c2ccccc2[N+](=O)[O-])cc1	10	0.2	-1	-1	4	0	8	2	5	-2
CC(=O)c1cccc(N(C(=O)Cn2nnc3ccccc32)C(C(=O)NCC2CCCO2)c2ccc(N3CCOCC3)cc2)c1 (stereo unspecified)	5	0.1	0	11	-1	-1	-3	0	0	5
O=C(Nc1nnc(SCc2ccccn2)s1)C1CC(=O)N(c2ccc(F)cc2)C1 (stereo unspecified)	0	-0.2	-3	-1	-3	-5	18	1	-1	0
CN(C)S(=O)(=O)c1ccc(C(=O)Oc2coc(CSc3ncccn3)cc2=O)cc1	5	-1.7	9	6	1	-2	-2	1	-4	1
Cc1ccc(OCCOc2cccc(Br)c2)c([N+](=O)[O-])n1	2	0.8	-11	-1	-4	4	1	-2	-5	4
(cont.)
SMILES	mABHD4 FP	PG9 Ab binder	HTRA1 inhibitor	TCR CD3 inh	UHRF1 MBD2 ctr	NR1D1 modulator	rCAG binder	PRMT1 FP inh	MBD2 inh	LEDGF integ inh
CCC(C)[C@H](NC(=O)NCC1CCCO1)C(=O)OC (stereo partly specified)	-4	0.2	5	-8	0	-4	-2	-4	4	3
CN(C(=O)CCn1c(=S)oc2ccccc21)C1CCCCC1	1	-0.2	0	7	1	5	-3	-4	-2	4
Cc1ccc(C)c(NS(=O)(=O)c2ccc(OCC(=O)NCc3ccccn3)cc2)c1	-4	-0.1	-3	5	3	0	-2	0	-1	-1
CNC(=O)c1[nH]cnc1C(=O)N[C@@H](CC(C)C)C(=O)OC(C)(C)C	6	0.5	0	-3	-1	-2	-3	1	4	-2
O=C(COC(=O)c1cccc(C(F)(F)F)c1)NCc1ccc(Cl)cc1	6	-1.2	-4	4	1	8	2	-5	-4	1
CC1CCN(S(=O)(=O)c2ccc(Cl)cc2)CC1	-3	-1.5	0	7	4	6	-3	-1	0	1
CC1CCN(C(=O)CN2C(=O)C(C)(C)Oc3ccc(C(=O)NC4CCCC4)cc32)CC1	-11	-2.9	-4	3	2	-5	-4	-4	1	-1
Cc1cc(C)c(/C=N/n2c(C)cc(C)c(C#N)c2=O)c(C)c1	1	-1.9	3	2	-4	0	0	-2	-1	2
CN(Cc1ccccc1)C(=O)COC(=O)C1=NNC(=O)CC1	0	-0.9	3	3	-1	0	-1	-2	-2	5
COc1cccc(/C=N/NC(=O)CCC(=O)Nc2ccc(Br)cc2)c1	-2	0.3	-6	-2	2	1	3	2	3	-4
COc1ccc(CCNC(=O)CN(c2cccc([N+](=O)[O-])c2)S(C)(=O)=O)cc1	8	-0.2	8	-4	38*	-1	0	0	-2	1
CCc1ccc2oc(=O)cc(CN3CCN(c4ccc(F)cc4)CC3)c2c1	3	-0.5	-2	-1	-1	-3	-1	1	1	-1
Cc1[nH]c(=O)[nH]c(=O)c1CSc1nnc([C@@H](NC(=O)OC(C)(C)C)C(C)C)o1	2	-0.1	3	1	1	0	0	-1	2	-1
O=[N+]([O-])c1ccc(S(=O)(=O)Nc2cccc(-c3ccc(N4CCCC4)nn3)c2)cc1	5	-0.3	1	-2	-1	6	22	0	-6	2
O=C(CSc1nnc(SCc2ccc(Cl)cc2)s1)N/N=C/c1ccc(C(=O)O)cc1	-17	-0.4	-6	-6	5	-5	10	5	8	3

Just MBD2 inh and HTRA1 inhibitor (three entries from above):
Molecule	MBD2 inh	HTRA1 inhibitor
O=S(=O)(c1ccccc1)N1CCN(c2nc3ccccc3s2)CC1	3	0
Cc1nn(C(C)C(=O)NC2CCC(C)CC2)c(=O)c2nn(-c3ccccc3)c(C)c12 (stereo unspecified)	-5	2
CCCOC(=O)CSc1nnc(-c2ccc(Cl)cc2Cl)o1	4	-4

Source: PubChem BioAssay (several laboratories)
